ELG1 repair inh = inhibitors of ELG1-dependent DNA repair in HEK293T cells; HEK293T ELG1-luciferase reporter, luminescence, 16 h; DNA damage induced by 5-fluorouridine; Potency, µM (titrated, usually from 46.1 µM), without a hit: at the highest dose activity change, negative = inhibition, hits mostly inhibitors; 330,000 tested, 2.3% active; AID 504467; note: potency is the fitted concentration of half-maximal effect; % is set by controls: 0 for no effect and ±100 for the full control effect; nearly all actives have a fitted effect of over 55% in size
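Quantitative HTS, concentration-response format. 2,000 cells/well co-treated with 5-fluorouridine and compound, 16 hr in 5% CO2 at 37 °C; ONE-Glo luminescence read after 30 min.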
RORgamma inh = ROR gamma (mouse) transcription inhibition. Drosophila S2 Gal4-RORgamma UAS-luciferase reporter, 20 h. Potency, µM (doses to about 53.6 µM), without a hit: at the highest dose activity change, negative = inhibition, hits mostly inhibitors. 310,000 tested, 5.4% active. AID 2551; note: potency is the fitted concentration of half-maximal effect; % is set by controls: 0 for no effect and ±100 for the full control effect; nearly all actives have a fitted effect of over 60% in size
Target sequence (P51450 whole entry, looked up, the tested form may be a part): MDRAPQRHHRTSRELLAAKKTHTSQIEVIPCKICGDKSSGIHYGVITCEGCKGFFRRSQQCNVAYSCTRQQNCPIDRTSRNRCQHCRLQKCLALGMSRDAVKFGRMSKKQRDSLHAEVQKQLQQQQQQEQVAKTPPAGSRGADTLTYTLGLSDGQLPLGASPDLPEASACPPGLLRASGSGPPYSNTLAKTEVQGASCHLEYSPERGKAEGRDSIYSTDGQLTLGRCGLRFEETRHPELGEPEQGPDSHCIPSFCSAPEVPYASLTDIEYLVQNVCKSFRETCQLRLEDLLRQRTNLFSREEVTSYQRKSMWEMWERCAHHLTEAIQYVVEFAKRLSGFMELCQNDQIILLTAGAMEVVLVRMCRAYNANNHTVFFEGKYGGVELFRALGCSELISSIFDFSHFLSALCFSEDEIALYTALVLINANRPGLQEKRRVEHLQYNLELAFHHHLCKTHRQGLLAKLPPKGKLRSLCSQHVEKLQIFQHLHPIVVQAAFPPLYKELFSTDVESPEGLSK
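Stable Schneider cell line, Gal4 DNA-binding domain fused to ROR gamma, UAS-luciferase. Cmpd 1 hr RT → CuSO4 700 uM final → 20 hr RT → luciferase reagent 10 min → luminescence.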
Rab9 prom act = activates the Rab9 promoter; Huh7 Rab9 promoter-luciferase reporter, luminescence, 24 h; Potency, µM (titrated, usually from 9.22 µM), without a hit: top-dose activation, negative = inhibition, most hits filed as activators; 320,000 tested, 2.8% active; AID 485297; note: potency is the fitted concentration of half-maximal effect; % of control where 0% means no effect; nearly all actives have a fitted effect of over 60% in size
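Steps: seed 1500 Huh7 Rab9-luc cells per well, rest 2 h at 37 °C; add compound in DMSO; incubate 24 h; add luciferase reagent, 10 min ambient; read luminescence.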
MBNL1 CUG block = inhibitors of human MBNL1 binding to CUG repeat RNA | Q9NR56 | TR-FRET MBNL1-His/biotin-(CUG)12 binding, 665/545 ratio | Potency, µM (doses to about 57.5 µM), inactives show top-dose activity change, negative = inhibition, hits mostly inhibitors | 280,000 tested, 0.036% active | AID 2675; active = well fitted inhibition curve with a large enough effect in the signal ratio, with a control signal flat, not every such curve was filed as active; inconclusive = small, poorly fitted or top-dose-only effect, or effect the other way, or a change in a side signal; inactive = no such curve, though single readings can be large or run the other way; the % refers to the signal ratio; note: potency is the fitted concentration of half-maximal effect; % is set by controls: 0 for no effect and ±100 for the full control effect
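TR-FRET between His-tagged MBNL1 and biotin-(CUG)12 RNA, detected with Tb anti-His antibody (0.055 ng/ul) and streptavidin-XL665 (5 nM), 60 min at room temperature. Compounds titrated 92 nM to 58 uM; 665/545 nm ratio normalized to buffer and complex controls.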
KCNH2 3.1 block = inhibitors of human KCNH2 3.1 potassium channel isoform. activity change, % (tested at about 1.8 µM). U2OS KCNH2 3.1, thallium flux FluxOr; stronger effect = lower value. 340,000 tested, 0.95% active. AID 720553;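 active = maximum activity change below -70%; inconclusive = maximum activity change from -70% to -50%; inactive = maximum activity change above -50%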;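 note: thallium influx rate constant from kinetic fluorescence after stimulation buffer; % is set by controls: 0 for no effect and ±100 for the full control effect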
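Normalized rate constant (relative to positive and negative DMSO controls) derived from a 2 min kinetic fluorescence read after stimulation; U2OS cells expressing the 3.1 isoform via virus at 1.77 x 10^8 /mL.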
VP16 counter = inhibits Gal4-VP16 luciferase reporter, ROR gamma counter-screen; Drosophila S2 Gal4-VP16 UAS-luciferase, luminescence, 20 h; Potency, µM (series often up to 53.6 µM), inactives show at the highest dose activity, negative = inhibition, actives largely listed as inhibitors; 310,000 tested, 3.5% active; AID 2546;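 note: Gal4-VP16 expression switched on by copper sulfate through the metallothionein promoter; potency is the fitted concentration of half-maximal effect; % is set by controls: 0 for no effect and ±100 for the full control effect; nearly all actives have a fitted effect of over 50% in size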
FLuc counter = counter-screen for miR-21 project: firefly luciferase inhibitors or activators; Potency, µM (series often up to 57.5 µM), for the others: at the highest dose activity change, negative = inhibition, actives largely listed as inhibitors; P08659; 360,000 tested, 6.9% active; purified FLuc, Km substrates, luminescence inhibition;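 note: potency is the fitted concentration of half-maximal effect; plate controls were vehicle for no effect and reference inhibitor for full effect; nearly all actives have a fitted effect of over 55% in size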
Target sequence (P08659 whole entry, looked up): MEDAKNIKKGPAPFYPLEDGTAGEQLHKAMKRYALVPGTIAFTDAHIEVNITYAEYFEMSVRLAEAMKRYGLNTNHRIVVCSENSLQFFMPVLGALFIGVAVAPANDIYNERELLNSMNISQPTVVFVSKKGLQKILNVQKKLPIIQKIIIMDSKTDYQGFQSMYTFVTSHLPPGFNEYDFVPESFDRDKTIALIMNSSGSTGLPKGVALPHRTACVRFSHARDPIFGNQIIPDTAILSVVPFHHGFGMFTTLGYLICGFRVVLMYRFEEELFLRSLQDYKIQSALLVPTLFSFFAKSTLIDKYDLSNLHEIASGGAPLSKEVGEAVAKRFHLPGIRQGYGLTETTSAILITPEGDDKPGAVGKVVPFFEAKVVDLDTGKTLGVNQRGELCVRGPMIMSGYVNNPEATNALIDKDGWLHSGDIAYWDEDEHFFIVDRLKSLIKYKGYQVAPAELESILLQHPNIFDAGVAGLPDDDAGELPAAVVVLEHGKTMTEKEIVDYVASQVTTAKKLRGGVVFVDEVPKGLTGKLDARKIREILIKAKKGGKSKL
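Purified P. pyralis luciferase, 10 nM final, with Km-level 10 uM D-luciferin and 10 uM ATP in 50 mM Tris acetate pH 7.5, 10 mM Mg acetate, 0.01% Tween-20, 0.05% BSA; 6-point qHTS titration about 60 µM downward; luminescence read.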
PKM2 activator = PKM2 (human) enzyme activation; purified PKM2, Kinase-Glo ATP luminescence, activation; response scale: 0% is enzyme alone, no compound; Potency, µM (top dose mostly 57.5 µM), without a hit: at the top dose activation, hits mostly activators; 260,000 tested, 0.34% active; AID 1631; note: potency is the fitted concentration of half-maximal effect; % is set by controls: 0 for no effect and ±100 for the full control effect; nearly all actives have a fitted effect of over 55% in size
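Kinase-Glo luminescence reports ATP generated from ADP (0.1 mM) and PEP (0.5 mM) by purified hPK-M2 after 1 h at room temperature, pH 7.2 imidazole buffer; intermediate enzyme activity allows detecting inhibitors and activators.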
Mito fusion yeast = mitochondrial division inhibition or fusion activation; S. cerevisiae fusion-defective mutant growth rescue, CellTiterGlo 48 h; Potency, µM (series often up to 46.1 µM), for the others: at the top dose growth rescue (activation), most hits filed as activators; 320,000 tested, 0.23% active;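 note: potency is the fitted concentration of half-maximal effect; % of control where 0% means no effect; nearly all actives have a fitted effect of over 45% in size; temperature-sensitive fusion mutants such as fzo1-1 at 37 °C on non-fermentable ethanol glycerol medium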
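Compounds are tested for their ability to restore growth of mitochondrial fusion-defective yeast strains at non-permissive 37C in YPEG medium over 48 hours. Viability is quantified by luciferase luminescence.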
NPC1 prom act = activators of NPC1 promoter; Potency, µM (series often up to 9.22 µM), for the others: at the top dose activation, most hits filed as activators; 320,000 tested, 2.4% active; Huh7 NPC1 promoter luciferase reporter, 24 h;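 note: potency is the fitted concentration of half-maximal effect; % of control where 0% means no effect; nearly all actives have a fitted effect of over 60% in size; reporter is driven by a mutant NPC1 promoter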
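Luciferase expression driven by the NPC1 promoter was measured in stably transfected Huh7 cells after a 24 h compound incubation, using a luciferase reagent and a luminescence read.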
Menin MLL FP TR = menin-MLL binding inhibition, Texas Red mutant peptide; O00255; Menin + Texas Red MLL mutant peptide, fluorescence polarization; Potency, µM (doses to about 61.6 µM), for inactives: at the top dose FP activity change, negative = inhibition, actives largely listed as inhibitors; 270,000 tested, 0.23% active; active = well fitted inhibition curve with a large enough effect in the polarisation, with a control signal flat, not every such curve was filed as active; inconclusive = small, poorly fitted or top-dose-only effect, or effect the other way, or a change in a side signal; inactive = no such curve, though single readings can be large or run the other way; the % refers to the polarisation; note: potency is the fitted concentration of half-maximal effect; % of control where 0% means no effect; many of its hits are not listed in these tables
* = called active by the depositor; ? = inconclusive; / = no result given; [ ] = dose if it differs, or a comment. Unless noted, calls come from the whole dose curve; as a rule, active = well fitted curve in the direction sought with a large enough effect; inconclusive = small, poorly fitted or top-dose-only effect, or another doubt; inactive = no such curve, though single readings can be large; an effect the other way counts as inactive or inconclusive. These rows are one share of the data, so the mix of outcomes need not match the whole.

item	molecule	ELG1 repair inh	RORgamma inh	Rab9 prom act	MBNL1 CUG block	KCNH2 3.1 block	VP16 counter	FLuc counter	PKM2 activator	Mito fusion yeast	NPC1 prom act	Menin MLL FP TR
1	Cc1nn2c(nc(N3CCOCC3)c3ccccc32)c1C=C(C#N)C#N	8%	?	-2%	-4%	0	-17%	3%	-7%	-1%	0%	6%
2	CC(=O)Nc1sc(C)c(C)c1C(=O)OCC(=O)NC(C)c1ccccc1 (stereo unspecified)	?	/	-4%	/	2	/	1%	/	3%	0%	/
3	Cn1cnnc1SCCC(=O)Nc1ccccc1	25%	6%	10%	5%	10	2%	-5%	-7%	0%	1%	-5%
4	CCc1ccc2nc(N(CCN(C)C)C(=O)c3ccc4ncsc4c3)sc2c1	?	-24%	1.8µM*	4%	-11	?	13µM*	0%	0%	2.8µM*	/
5	O=C(CSc1nnc(Cc2cccs2)n1Cc1ccco1)Nc1cc(Cl)cc(Cl)c1	?	22%	-2%	1%	-29	-13%	5%	4%	-2%	-2%	18%
6	Cc1ccc(-n2nc3c(=O)n(CC(=O)NC4CCCCCC4)nc(C)c3c2C)cc1	-4%	-8%	-7%	-3%	18	3%	0%	/	-2%	-10%	2%
7	O=C(Nc1ccc(Cl)c(NC(=O)c2cccs2)c1)c1ccco1	-13%	43%	1%	-6%	-24	1%	?	3%[11.5 µM]	-13%	-3%	13%
8	CC(C)NC(=O)CN(c1cccc([N+](=O)[O-])c1)S(=O)(=O)c1ccccc1	5%	19%	8%	36%	-7	11%	0%	0%	3%	2%	13%
9	COc1ccc(Cl)cc1-c1nc(SCC(=O)NC(C)(C)C)n[nH]1	7%	-17%	-5%	/	3	6%	-1%	0%	7%	4%	-3%
10	C[C@H](NC(=O)c1ccccc1Cl)C(=O)OCC(=O)N1CC2(C)CC1CC(C)(C)C2 (stereo partly specified)	26%	?	1%	-12%	17	6%	-4%	-20%	4%	4%	-4%
11	C#CCNC(=O)C1=C[C@H](c2csc3ccccc23)C[C@H](OCc2ccc(CO)cc2)O1	?	28%	-2%	9%	/	-2%	-2%	4%	9%	1%	34%[activator]
12	CCOC(=O)/C(C#N)=C/Nc1ccccc1NS(=O)(=O)c1ccc2c(c1)OCCO2	10%	/	-4%	/	-9	/	-1%	/	-3%	1%	/
13	NNC(=O)[C@H](Cc1ccccc1)NC(=O)NCCc1ccccc1	16%	7%	-1%[1.84 µM]	-6%	-2	-9%	4%	/	5%	-4%	-18%
14	CCOc1ccc(N(CC(=O)NCC2CCCO2)S(=O)(=O)c2ccc(Cl)cc2)cc1 (stereo unspecified)	8%	29%	-1%	-1%	3	2%	1%	10%	1%	-1%	-9%
15	Cn1nnnc1SCc1csc(Nc2ccccc2)n1	?	?	4µM*	-7%	12	?	?	1%	-5%	?	5%
16	O=C(Cn1nnc(-c2ccccc2)n1)Nc1cccc(S(=O)(=O)N2CCOCC2)c1	3%	/	-5%	/	-15	/	4%	/	-5%	-3%	/
17	COc1cccc(C(=O)Nc2ccc3c(c2)C(=O)N(CCC(=O)O)C3=O)c1	10%	-21%	-11%	?	4	-12%	17µM*	2%	-5%	-10%	9%
18	Cc1oc2nc(SCCCC(=O)NCCO)nc(N)c2c1C	-27%	0%	6%	20µM*	10	-10%	-19%	-13%	-2%	0%	8%
19	CCOC(=O)CCCCC(=O)c1[nH]c(=O)[nH]c1CSc1nc2ccccc2[nH]1	-17%	22%	-2%	?	-7	-7%	-2%	-15%	3%	-4%	7%
20	CCCC(C(=O)Nc1ccc(S(=O)(=O)Nc2nccs2)cc1)c1ccccc1 (stereo unspecified)	10%	/	-4%	/	-1	/	11%	/	-10%	-5%	/
21	Cc1cc(S(=O)(=O)N(Cc2ccc(C(C)(C)C)cc2)Cc2cccs2)ccc1-n1cnnn1	-9%	-3%[10 µM]	1%	/	-36	-19%	1%	2%	8%	-2%	3%
22	CCc1nc(SCc2cccnc2)[nH]c(=O)c1C	28%	0%	0%	2%	1	17%	0%	6%	5%	11%	15%
23	CC(=O)Nc1ccc(S(=O)(=O)NCc2ccncc2)cc1	-14%	7.1µM*	-19%	-4%	14	2µM*	0%	-7%	2%	-15%	7%
24	Cc1ccc(NC(=O)N2CCC(c3ccccc3)C2)cc1C (stereo unspecified)	?	-32%	0.79µM*	-8%	-1	-11%	4.8µM*	-12%	2%	1.4µM*	-6%
25	Cc1csc(=O)n1CC(=O)Nc1ccc(C(C)C)cc1	?	/	?	/	0	/	?	/	13%	25%	/
26	CCOC(=O)c1cc(C#N)c(N)nc1C	17%	21%	3%	5%	-1	8%	2%	-7%	0%	-1%	9%
27	CCCn1nnc2ccccc2c1=O	?	19%	-4%	-6%	-24	?	-6%	-8%	-3%	0%	19%
28	Cc1c(C#N)c2ccccc2n1CC(=O)O	12%	-6%	3%	4%	20	-5%	0%	-7%	-3%	-2%	-2%
29	NNC(=O)CCn1c2ccccc2c2ccccc21	/	-27%	-1%	-9%	3	2%	0%	3%	1%	-1%	18%
30	NS(=O)(=O)c1ccc(CCNC(=O)CNC(=O)COc2ccccc2)cc1	11%	21%	-3%	-2%	-2	0%	-1%	/	11%	0%	-16%
31	C=CCn1c(C(C)NC(=O)c2ccc(C)cc2)n[nH]c1=S (stereo unspecified)	12%	?	2%	7%	3	0%	0%	-10%	2%	-3%	-1%
32	COc1cccc(NC(=O)CN2C(=O)NC(C)(CC(C)C)C2=O)c1 (stereo unspecified)	17%	11%	1%	/	4	-1%	6%	-1%	8%	0%	0%
33	COc1ccc(N2CCCC2=N)c(OC)c1	3%	14%	-8%	2%	-18	-10%	1%	-1%	-5%	1%	/
34	COc1ccc(CC(=O)NNC(=O)c2cccnc2)cc1OC	-2%	-9%	-6%	-9%	-7	9%	5%	8%	4%	-3%	-1%
35	CCOC(=O)c1ccc(N2C(=O)CC(N3CCC(O)(c4ccc(Cl)cc4)CC3)C2=O)cc1 (stereo unspecified)	-9%	23%	-4%	-4%	-7	-23%	5%	1%	4%	-6%	-11%
36	CC(=O)NC(Cc1ccc(C)cc1)C(=O)NC1CCN(C(=O)c2cnccn2)CC1 (stereo unspecified)	1%	-8%	-2%	5%	3	-1%	-2%	3%	-5%	1%	17%
37	Cc1ccc(OCC(=O)Nc2ccc(N3CCN(S(C)(=O)=O)CC3)cc2)c(C)c1	8%	-21%	0%	-5%	-27	-1%	-1%	3%	-2%	2%	31%[activator]
38	O=C(CN1C(=O)c2ccccc2C1=O)OCc1nc2ccsc2c(=O)[nH]1	5%	/	1%	/	19	/	6%	/	3%	-7%	/
39	CCCOc1ccc(-c2c(C(=O)N/N=C/c3ccco3)nnn2-c2nonc2N)cc1	4%	11µM*	-1%	2%	5	16µM*	3%	-5%[0.46 µM]	-8%	0%	?
40	CN(Cc1ccc(Cl)c(Cl)c1)C(=O)C1CSC2(C)CCC(=O)N12 (stereo unspecified)	0%	/	-1%	/	-11	/	-13%	/	1%	-2%	/
41	CCCCC(=O)Nc1cc(NC(=O)CCCC)cc(C(=O)O)c1	20%	3%	2%	6%	-2	?	4%	-1%	-3%	0%	25%
42	CCOc1ccccc1NC(=O)COc1ccc2ccc(=O)oc2c1	-5%	27%	-4%	2%	7	-5%	0%	/	9%	1%	?
43	Cc1ccc(N=Nc2ccc(O)cc2)c(Br)c1	?	2.8µM*	3.2µM*	11%	3	?	3.4µM*	4%[11.5 µM]	-14%	?	?
44	CC(=O)c1c(C)[nH]c(C(=O)OCC(=O)N2CCc3ccccc3C2)c1C	?	/	0%	/	-6	/	-16%	/	-3%	-5%	/
45	[O-][n+]1c2c(nn1-c1ccccc1)/C(=N/O)CCC2	14%	1%	-5%	9%	18	-12%	-10%	-1%	2%	-1%	-1%
46	CCOC(=O)Cc1cc(=O)n2[nH]c(C)c(C#N)c2n1	0%	12%	4%	-3%	-8	-7%	1%	-3%	4%	-5%	-21%
